Screens: PubChem, several laboratories
CCHF vOTU inh – CCHFV vOTU protease inhibition; Pep-AMC fluorescence; inhibition, % at 11.5 µM; 370,000 compounds, 0.55% hits; AID 651958; also: 0% = vehicle wells with enzyme and 100% = no enzyme wells
FBA Mtb inh – inhibitors of M. tuberculosis fructose-bisphosphate aldolase. P9WQA3. purified M. tuberculosis FBA, fluorescence read-out. inhibition, % at 1 µM. 360,000 compounds, 2.3% hits. AID 588726; in the data active = inhibition above about 27%;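 also: 0% = vehicle and 100% = reference inhibitor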
GDH-TPI inh – counter-screen for M. tuberculosis FBA inhibitors: GDH-TPI coupled enzymes; GDH-TPI coupled enzyme counterscreen, NADH absorbance; inhibition, % at 4.8 µM; 360,000 compounds, 1.2% hits; AID 588335;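 also: 0% = DMSO wells and 100% = wells lacking the enzyme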
BioA inh – BioA (M. tuberculosis) enzyme inhibition; purified M. tuberculosis BioA enzyme, plate reader; inhibition, % at 9.99 µM; 360,000 compounds, 0.096% hits; in the data active = inhibition above about 40%; inconclusive = no clear call, values can overlap the other calls
Rv3671c inh – inhibits the M. tuberculosis serine protease Rv3671c | inhibition, % at 5.96 µM | P9WHR9 | 320,000 compounds, 0.048% hits | AID 2606; in the data active = inhibition above about 38%;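 also: extracellular domain of Rv3671c used as enzyme; 0% = enzyme with DMSO and 100% = no enzyme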
Target sequence (P9WHR9 whole entry, looked up, the tested form may be a part): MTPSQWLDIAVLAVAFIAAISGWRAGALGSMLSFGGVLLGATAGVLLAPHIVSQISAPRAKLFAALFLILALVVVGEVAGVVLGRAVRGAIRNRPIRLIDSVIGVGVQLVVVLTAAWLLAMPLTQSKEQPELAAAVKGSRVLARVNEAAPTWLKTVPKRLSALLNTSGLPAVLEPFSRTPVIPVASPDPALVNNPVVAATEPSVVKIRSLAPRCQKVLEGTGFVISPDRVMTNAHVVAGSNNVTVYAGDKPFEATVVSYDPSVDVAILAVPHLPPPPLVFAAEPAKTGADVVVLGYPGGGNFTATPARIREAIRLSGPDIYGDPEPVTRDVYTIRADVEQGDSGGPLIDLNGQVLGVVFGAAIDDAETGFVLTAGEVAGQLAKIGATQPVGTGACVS
DUSP3 inh – blocks human VHR1 dual specificity phosphatase; inhibition, % at 13.3 µM; AID 1654; 290,000 compounds, 0.52% hits; recombinant VHR phosphatase, pNPP absorbance; P51452; in the data active = inhibition above about 50%; also: some compounds called inactive have numbers as strong as hits
Target sequence (P51452 whole entry, looked up): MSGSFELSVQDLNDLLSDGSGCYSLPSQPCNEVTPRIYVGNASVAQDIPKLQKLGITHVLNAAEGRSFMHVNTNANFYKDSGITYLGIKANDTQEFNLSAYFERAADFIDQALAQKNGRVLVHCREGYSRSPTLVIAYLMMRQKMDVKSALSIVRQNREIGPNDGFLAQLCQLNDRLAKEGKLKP
UGM FP inh – Mtb UDP-galactopyranose mutase inhibition; P9WIQ1; purified UGM, fluorescence polarization probe displacement; inhibition, % at 10 µM; 320,000 compounds, 0.06% hits; AID 504406; in the data active = inhibition above about 10%, passing the limit was not always enough; inconclusive = no clear call, values can overlap the other calls
BoNT F protease – BoNT F light chain protease inhibition. Multiplex microsphere protease cleavage assay, flow cytometry. inhibition, % at 10 µM. 360,000 compounds, 0.22% hits. AID 588497; in the data active = inhibition above about 35%, passing the limit was not always enough; inconclusive = no clear call, values can overlap the other calls; also: plate controls were buffer without enzyme for full effect and enzyme alone for no effect
MazEF act – MazEF (E. coli) toxin RNase activation; P0AE70; FAM/BHQ RNA-DNA oligo cleavage fluorescence, 5 h; activation, % at 20 µM; 350,000 compounds, 0.32% hits; AID 504720; in the data active = activation above about 50%
Target sequence (P0AE70 whole entry, looked up): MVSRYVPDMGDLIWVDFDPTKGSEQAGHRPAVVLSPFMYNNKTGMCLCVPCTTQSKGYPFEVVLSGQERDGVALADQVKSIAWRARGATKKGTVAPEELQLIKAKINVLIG
FadD28 FP inh – blocks FadD28 binding to the bisubstrate probe. fluorescence polarization. inhibition, % at 12.5 µM. 360,000 compounds, 0.22% hits. AID 588549; in the data active = inhibition above about 8.5%, passing the limit was not always enough; inconclusive = no clear call, values can overlap the other calls
* = called active by the depositor; u = inconclusive; x = no result given. Rule as the data show it, unless noted: active = inhibition above about 30%; inactive = the rest.

canonical_smiles,CCHF vOTU inh,FBA Mtb inh,GDH-TPI inh,BioA inh,Rv3671c inh,DUSP3 inh,UGM FP inh,BoNT F protease,MazEF act,FadD28 FP inh
CN(C)C(=O)COc1ccc2c3c(c(=O)oc2c1)CCCC3,-29,61*,15,1.9,2,12,1.2,u,10,-2.1
OC(COc1cccc2ccccc12)CN1CCOCC1 (stereo not drawn),5,1,6,-3.5,x,x,x,-1,5,-1.0
CN(C(=O)COc1ccccc1C(=O)NCCc1ccccc1)c1ccccc1,-11,2,4,9.0,-2,-10,-1.7,30,-10,-2.8
COc1ccc(/C(N)=N/OC(=O)CCCc2ccccc2)cc1,-4,1,3,x,-10,-4,0.0,-2,-2,-2.8
CC(C)(C)OC(=O)N1CCN(C(=O)c2nc[nH]c2C(=O)N2CCN(C(=O)OC(C)(C)C)CC2)CC1,-5,1,5,6.3,7,x,-0.8,3,7,-0.9
COc1ccc(-n2c(=O)c3c4c(sc3n(CC(=O)NCC3CCCO3)c2=O)CN(C(C)=O)CC4)cc1OC (stereo not drawn),0,-2,1,-1.5,x,x,x,7,8,-3.4
COc1ccc(CNS(=O)(=O)c2cn(C)c(=O)n(C)c2=O)cc1,-1,1,4,-0.3,9,14,-1.1,9,6,-1.6
Cc1ccc(NC(=O)c2ccc(=O)[nH]n2)cc1S(=O)(=O)Nc1ccc(SC(F)F)cc1,-15,1,7,-0.7,-92,x,6.8,0,0,-1.9

(cont.)
canonical_smiles,CCHF vOTU inh,FBA Mtb inh,GDH-TPI inh,BioA inh,Rv3671c inh,DUSP3 inh,UGM FP inh,BoNT F protease,MazEF act,FadD28 FP inh
O=C1NCCOC(=O)[C@H](Cc2ccc(F)cc2)C/C=C\C[C@@H]1CC(=O)N(CCO)Cc1ccccc1,-8,2,2,0.6,-6,x,0.7,-3,3,0.0
CCOC(=O)N(C)C[C@@H]1OCc2ccccc2-c2c(n(C)c3ccccc23)C(=O)N([C@H](C)CO)C[C@H]1C,-4,-2,-1,0.7,x,x,x,-6,9,-2.1
O=C1/C(=C\c2ccsc2)N2CCC1CC2,-2,-1,10,-1.3,0,-4,2.5,-1,11,-3.6
O=C(CCc1nnc(-c2ccccc2)o1)c1ccc(Cl)cc1,5,2,13,-0.3,-2,1,2.5,-9,-8,0.6
c1ccc(Cn2c(Sc3nnnn3-c3ccccc3)nnc2-c2ccccc2)cc1,-3,2,12,-2.0,6,-6,-3.1,7,4,-2.1
Cc1ccccc1NC(=O)c1ccc(-n2cncn2)nc1,-5,1,1,0.7,-15,-8,0.5,3,1,-2.1
O=C(NCc1nc2ccccc2[nH]1)C1=C[C@@H](c2ccccc2)C[C@@H](OCCCCO)O1,4,-6,0,11,6,26,0.4,-14,0,-1.3
COc1ccc(CNC(=S)Nc2ccc3nc(N4CCN(C)CC4)cc(C)c3c2)cc1,1,4,14,-1.5,2,24,0.9,4,22,-1.4

Other structures:
canonical_smiles,CCHF vOTU inh,FBA Mtb inh,GDH-TPI inh,BioA inh,Rv3671c inh,DUSP3 inh,UGM FP inh,BoNT F protease,MazEF act,FadD28 FP inh
O=C(NNC(=O)c1ccc[nH]1)Nc1cccc(C(F)(F)F)c1,1,-4,5,x,9,44,4.2,u,0,-2.8
O=C(CCS(=O)(=O)c1ccc(Cl)cc1)NCCC1=CCCCC1,17,2,-6,-0.6,1,6,-5.8,-10,2,-0.6
Cc1cc(C)cc(C(=O)NC(CC(N)=O)c2ccc(NCCN3CCCC3)c([N+](=O)[O-])c2)c1 (stereo not drawn),4,3,8,1.5,-6,10,1.0,2,-1,-0.3
O=S(=O)(NCC(c1cccnc1)N1CCN(c2ccc(F)cc2)CC1)c1ccc(F)cc1 (stereo not drawn),0,2,7,-0.4,14,41,1.0,-10,-3,-2.3
CN1C(=O)/C(=C\c2cccc(OCc3ccccc3)c2)SC1=S,-1,1,-2,x,x,-4,x,-34,-2,0.7
O=C(Cn1nc(Cl)nc1Cl)Nc1ccccc1,2,-10,7,1.1,0,14,-0.2,x,1,-4.0
CC(=O)Nc1ccccc1OCC(=O)NCCc1ccc(Cl)cc1Cl,-12,1,-1,x,1,45,-1.2,-4,-2,-2.9
Cc1ccc(C(=O)Nc2ccc3c(c2)OCO3)cc1NC(=O)c1ccco1,5,3,-9,9.7,-6,7,-0.5,4,5,-3.6

(further entries)
canonical_smiles,CCHF vOTU inh,FBA Mtb inh,GDH-TPI inh,BioA inh,Rv3671c inh,DUSP3 inh,UGM FP inh,BoNT F protease,MazEF act,FadD28 FP inh
CC(CNC(=O)Cn1ccc(N)nc1=O)c1ccccc1 (stereo not drawn),2,0,7,-0.6,0,x,-3.5,6,-16,-0.8
CCN(CC1CCCO1)C(=O)c1cc(COc2ccc(OC)cc2Cl)on1 (stereo not drawn),4,0,7,-0.6,5,-15,-1.9,-7,0,-1.3
COc1ccc(NC(=O)Cn2c(NCC(C)O)nc3ccccc32)cc1Cl (stereo not drawn),4,-9,-6,x,-2,36,1.2,3,5,-3.1
CCCCNC(C(=O)Nc1cccc(S(=O)(=O)N2CCOCC2)c1)c1ccccc1 (stereo not drawn),-9,2,3,x,3,37,-0.2,4,8,-1.6
C=CCC(C#Cc1ccc(C)cc1)N(CC)CC (stereo not drawn),0,4,-6,0.1,-1,37,-0.9,3,10,0.1
O=C(Cn1nnc(-c2cccs2)n1)NCc1ccco1,-12,-1,0,x,-4,30,0.6,4,11,0.2
CS(=O)(=O)N1Cc2ccccc2CC1C(=O)OCC(=O)NCc1ccccc1 (stereo not drawn),9,1,-6,-0.6,-8,x,0.4,4,6,0.9
Cc1ccc2nc(SCn3nnc4ccccc4c3=O)[nH]c2c1,-13,4,3,-0.6,6,8,0.5,-9,-3,0.6

Later entries
canonical_smiles,CCHF vOTU inh,FBA Mtb inh,GDH-TPI inh,BioA inh,Rv3671c inh,DUSP3 inh,UGM FP inh,BoNT F protease,MazEF act,FadD28 FP inh
COc1cc(C2NC(=S)NC(c3ccccc3)=C2C(C)=O)cc(Br)c1OCC(N)=O (stereo not drawn),3,0,21,x,7,14,-2.0,-4,1,-2.3
Cc1ccc(S(=O)(=O)N2C[C@H]3[C@H]4C(=O)N(Cc5ccccc5)C(=O)[C@H]4CC(=O)[C@H]3[C@@H]2c2ccccc2Cl)cc1,1,-5,x,-2.7,x,x,x,-6,x,-4.7
COc1ccc(/C=C/C(=O)N2CCC(c3ccccc3)C2)cc1 (stereo not drawn),7,1,12,x,-3,1,0.0,-2,4,-1.6
Cc1ccc(S(=O)(=O)NCC(=O)N2CCN(c3ccccn3)CC2)cc1,-9,14,-4,0.9,0,22,1.1,3,5,0.6
CCOC(=O)CNC1CC(=O)N(c2cccc(Cl)c2)C1=O (stereo not drawn),3,-5,2,2.3,-3,25,2.6,-11,-8,-3.2
CCc1ccc(S(=O)(=O)Nc2nccs2)cc1,-9,-1,5,-1.1,1,0,0.8,-5,4,1.6
CSc1cccc(NC(=O)COc2ccccc2C)c1,3,-1,7,x,-17,8,3.7,-6,0,-0.8
Cc1cccc(NC(=O)Nc2ccc(Oc3c(F)c(F)c(F)c(F)c3F)cc2)c1,-11,-1,-1,-0.2,-3,20,-0.7,0,18,-2.8

Shown as labelled records: entries from further up.
> COc1ccc(CNS(=O)(=O)c2cn(C)c(=O)n(C)c2=O)cc1
  CCHF vOTU inh = -1
  FBA Mtb inh = 1
  GDH-TPI inh = 4
  BioA inh = -0.3
  Rv3671c inh = 9
  DUSP3 inh = 14
  UGM FP inh = -1.1
  BoNT F protease = 9
  MazEF act = 6
  FadD28 FP inh = -1.6

> Cc1ccc(NC(=O)c2ccc(=O)[nH]n2)cc1S(=O)(=O)Nc1ccc(SC(F)F)cc1
  CCHF vOTU inh = -15
  FBA Mtb inh = 1
  GDH-TPI inh = 7
  BioA inh = -0.7
  Rv3671c inh = -92
  DUSP3 inh = x
  UGM FP inh = 6.8
  BoNT F protease = 0
  MazEF act = 0
  FadD28 FP inh = -1.9

Other compounds follow.
canonical_smiles,CCHF vOTU inh,FBA Mtb inh,GDH-TPI inh,BioA inh,Rv3671c inh,DUSP3 inh,UGM FP inh,BoNT F protease,MazEF act,FadD28 FP inh
CC1=C(C)CC(C(=O)NCc2c(F)cccc2Cl)C(C(=O)O)C1 (stereo not drawn),x,3,-6,-2.1,3,7,1.5,12,11,-3.3
Cc1csc(NC(=O)C(NS(=O)(=O)c2ccc(Br)s2)c2ccccc2)n1 (stereo not drawn),3,3,3,0.8,-6,12,-2.1,5,-3,-0.1
CCC(C)c1ccccc1NS(=O)(=O)c1cnn(CC)c1 (stereo not drawn),8,3,5,-0.6,5,4,-0.7,x,1,-0.6
COc1cc2nc(C3CCC3)n(NC(=O)C3CCCC(OC)C3)c(=O)c2cc1OC (stereo not drawn),-1,0,-8,-1.1,6,14,-0.4,1,3,-3.6
Cc1cccc(C(=O)O/N=C2\CCCc3ccccc32)c1,3,1,-9,0.5,2,44,1.9,0,1,-4.5
O=C(NCc1ccco1)/C(=C\c1cccs1)NC(=O)c1ccsc1,-1,-2,16,-1.6,2,8,-0.7,3,7,-3.2
N#Cc1c(-c2ccccc2)cc(-c2ccccc2)[nH]c1=O,7,12,12,-1.0,3,6,-2.4,-16,8,-2.9
O=C(NCC1CCCO1)c1cn(Cc2ccccc2)nc1-c1ccccc1 (stereo not drawn),2,1,11,9.6,6,x,-0.2,-6,-2,-1.8
COCCn1c(C)cc(C(=O)CSc2nc(C)nc3sc4c(c23)CCC4)c1C,3,4,11,-1.1,2,x,1.0,-9,-2,-2.3
CC(C)N1CCN(c2ccncc2S(=O)(=O)N2CCOCC2)CC1,5,4,-3,-0.5,0,0,1.1,11,3,0.3

Grouped by structure, the compounds so far with an aryl methoxy group
canonical_smiles,CCHF vOTU inh,FBA Mtb inh,GDH-TPI inh,BioA inh,Rv3671c inh,DUSP3 inh,UGM FP inh,BoNT F protease,MazEF act,FadD28 FP inh
COc1ccc(/C(N)=N/OC(=O)CCCc2ccccc2)cc1,-4,1,3,x,-10,-4,0.0,-2,-2,-2.8
COc1ccc(-n2c(=O)c3c4c(sc3n(CC(=O)NCC3CCCO3)c2=O)CN(C(C)=O)CC4)cc1OC (stereo not drawn),0,-2,1,-1.5,x,x,x,7,8,-3.4
COc1ccc(CNS(=O)(=O)c2cn(C)c(=O)n(C)c2=O)cc1,-1,1,4,-0.3,9,14,-1.1,9,6,-1.6
COc1ccc(CNC(=S)Nc2ccc3nc(N4CCN(C)CC4)cc(C)c3c2)cc1,1,4,14,-1.5,2,24,0.9,4,22,-1.4
CCN(CC1CCCO1)C(=O)c1cc(COc2ccc(OC)cc2Cl)on1 (stereo not drawn),4,0,7,-0.6,5,-15,-1.9,-7,0,-1.3
COc1ccc(NC(=O)Cn2c(NCC(C)O)nc3ccccc32)cc1Cl (stereo not drawn),4,-9,-6,x,-2,36,1.2,3,5,-3.1
COc1cc(C2NC(=S)NC(c3ccccc3)=C2C(C)=O)cc(Br)c1OCC(N)=O (stereo not drawn),3,0,21,x,7,14,-2.0,-4,1,-2.3
COc1ccc(/C=C/C(=O)N2CCC(c3ccccc3)C2)cc1 (stereo not drawn),7,1,12,x,-3,1,0.0,-2,4,-1.6
COc1cc2nc(C3CCC3)n(NC(=O)C3CCCC(OC)C3)c(=O)c2cc1OC (stereo not drawn),-1,0,-8,-1.1,6,14,-0.4,1,3,-3.6
